From PubChem BioAssay
Tat transport – E. coli Tat export inhibitors, primary screen, MC4100, TorA-mCherry reporter, fluorescence, single point | inhibition, % at 10 µM | 340,000 compounds, 0.036% hits | AID 488895, 2010;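 active = mean replicate inhibition at least 50% and at least half of replicates individually reaching 50%; inconclusive = only one of the two criteria met; inactive = neither criterion met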;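 note: exported cargo escapes ClpAP degradation while cytoplasmic cargo is degraded and loses fluorescence; 0% = median of neutral control wells and 100% = median of NaSCN control wells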
cardiac RTF act – cardiac RTF calcium sensitivity activators, primary screen, biochemical, IANBD-TnC fluorescence, EC20 calcium | AID 493008, 2010 | 340,000 compounds, 0.24% hits | activation, % at 7.2 µM | IANBD-labeled TnC RTF fluorescence at EC20 calcium; 0% EC20 calcium, 100% full calcium;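 active = activation above the mean over all tested compounds plus 3 SD, cut at about 30% in these data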;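 note: rise in fluorescence read as greater calcium sensitivity of cardiac thin filaments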
dFosB activator – activators of delta FosB homodimer, primary screen, biochemical, fluorescence polarization, TAMRA-CDK5 oligo, single point; Protein FosB (Mus musculus), P13346; purified delta FosB; percent of positive-control signal above neutral wells; activation, % at 25 µM; 340,000 compounds, 0.99% hits;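 active = mean activation above about 17%, with every replicate also reaching it, limit read from the data, passing the limit was not always enough; inconclusive = only one of the two conditions met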;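 note: fluorescence polarization rise as delta FosB binds a TAMRA Cdk5 AP-1 oligo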
Wnt act – Wnt/beta-catenin pathway activators, primary screen, cell-based, plate reader, single point; Wnt/beta-catenin reporter cell assay, activator; activation, % at 9.35 µM; 300,000 compounds, 1.2% hits; AID 743398, 2014; in the data active = activation above about 30%, passing the limit was not always enough; inconclusive = no clear call, values can overlap the other calls;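 note: 0% = neutral control wells and 100% = positive control wells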
MITF TRPM1 HTS – activators of MITF-driven TRPM1 promoter reporter, primary screen, cell-based, SK-MEL-5, luciferase, single point; SK-MEL-5 TRPM1-promoter luciferase, 24 h; % of positive control, neutral wells = 0; activation, % at 12.5 µM; 300,000 compounds, 0.75% hits; AID 588334, 2011;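 active = mean activation of at least 80% with every replicate also reaching 80%; inconclusive = mean reaches 80% but some replicate falls short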;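 note: 0% = neutral control wells and 100% = parthenolide positive control wells; values of inactives mirror those of a sister screen read the other way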
Rtt109 Vps75 – inhibitors of C. albicans Rtt109/Vps75 HAT, primary screen, biochemical, ThioGlo CoA-SH fluorescence, plate reader | Histone acetyltransferase RTT109 (Candida albicans (strain SC5314 / ATCC MYA-2876)), … | purified Rtt109/Vps75, 4 h | inhibition, % at 34.9 µM | 330,000 compounds, 0.16% hits | AID 540336, 2011;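 active = inhibition of at least 50% in every replicate; inconclusive = best replicate reaches 50% inhibition but some replicates fall short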
Target sequence (Q5AAJ8 whole entry, looked up): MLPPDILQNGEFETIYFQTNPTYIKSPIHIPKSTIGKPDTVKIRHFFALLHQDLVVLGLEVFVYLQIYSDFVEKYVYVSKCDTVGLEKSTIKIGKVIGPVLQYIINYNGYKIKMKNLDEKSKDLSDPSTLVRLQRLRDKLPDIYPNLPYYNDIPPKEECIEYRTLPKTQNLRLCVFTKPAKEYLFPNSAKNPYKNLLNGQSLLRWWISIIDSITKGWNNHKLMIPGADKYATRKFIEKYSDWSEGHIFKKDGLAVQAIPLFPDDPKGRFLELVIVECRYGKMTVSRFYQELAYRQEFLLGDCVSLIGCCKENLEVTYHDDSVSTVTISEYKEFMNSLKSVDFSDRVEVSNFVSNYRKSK
V-ATPase pHluor – regulators of yeast V-ATPase proton pumping, primary screen, pHLuorin cytosolic pH fluorescence | S. cerevisiae | response, % at 10 µM | 350,000 compounds, 0.37% hits | AID 504577, 2011; in the data active = response mostly above about 7.3%, no sharp cut-off; inactive = mostly below about 5.4%; note: actives read high; inactives centre near 0; some compounds called inactive have numbers as strong as hits; reference of the scale not given here
CAL PDZ FP-1 – untagged CAL PDZ binding inhibitors, primary screen, biochemical, fluorescence polarization, HTS. 300,000 compounds, 0.92% hits. Golgi-associated PDZ and coiled-coil motif-containing protein (Homo sapiens), Q9HD26. AID 602252, 2012. inhibition, % at 24.9 µM. purified CAL PDZ, TMR-peptide fluorescence polarization, 1 h;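 active = mean inhibition of at least 30% with at least half of replicates also reaching 30%; inconclusive = no clear call, values can overlap the other calls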;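 note: 0% = DMSO neutral control and 100% = excess unlabeled competitor peptide PRC23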
CAL PDZ FP-2 – CAL PDZ peptide-binding inhibitors, primary screen, biochemical, fluorescence polarization, Cer-tagged CAL PDZ, HTS; Golgi-associated PDZ and coiled-coil motif-containing protein (Homo sapiens), Q9HD26; purified CAL PDZ, TMR-peptide fluorescence polarization, 1 h; inhibition, % at 20 µM; 330,000 compounds, 0.02% hits; AID 504414, 2011;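 active = highest replicate inhibition of at least 40%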;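 note: plate controls were DMSO neutral control wells for no effect and unlabeled competitor peptide control wells for full effect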
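System: tagged CAL PDZ domain. Schedule: 1 h room-temperature incubation prior to read. Signal: fluorescence polarization (mP). Measure: percent inhibition from loss of millipolarization.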
CDK5 p35 inh – inhibitors of human CDK5/p35 kinase, primary screen, biochemical, single concentration. AID 488839, 2010. inhibition, % at 10 µM. 330,000 compounds, 0.01% hits. Recombinant CDK5/p35, ADP-Glo luminescence, 60 min;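 active = highest replicate inhibition of at least 50% and at least 75% of replicates reaching 50%; inconclusive = only one of the two criteria met; inactive = both criteria failed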;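 note: plate controls were DMSO neutral control for no effect and GW8510 at 10 µM for full effect; many of its hits are not listed in these tables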
Target sequence (Q00535 whole entry, looked up): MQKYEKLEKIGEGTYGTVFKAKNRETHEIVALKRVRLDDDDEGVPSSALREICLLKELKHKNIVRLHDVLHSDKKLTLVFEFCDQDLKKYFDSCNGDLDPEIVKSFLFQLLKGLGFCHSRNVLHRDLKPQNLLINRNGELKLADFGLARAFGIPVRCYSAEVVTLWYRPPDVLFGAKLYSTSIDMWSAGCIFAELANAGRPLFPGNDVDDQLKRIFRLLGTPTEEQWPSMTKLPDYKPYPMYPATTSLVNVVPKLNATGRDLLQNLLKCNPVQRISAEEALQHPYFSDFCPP
Target sequence (Q15078 whole entry, looked up): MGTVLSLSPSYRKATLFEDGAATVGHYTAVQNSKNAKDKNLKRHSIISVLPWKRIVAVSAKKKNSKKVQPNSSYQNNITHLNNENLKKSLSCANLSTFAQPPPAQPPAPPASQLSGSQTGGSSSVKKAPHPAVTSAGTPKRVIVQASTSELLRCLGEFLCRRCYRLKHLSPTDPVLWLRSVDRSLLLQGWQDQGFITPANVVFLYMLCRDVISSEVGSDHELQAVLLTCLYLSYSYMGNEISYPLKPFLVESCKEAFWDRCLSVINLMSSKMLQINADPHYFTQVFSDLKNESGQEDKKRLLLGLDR
* hit, by the source's call; ? = inconclusive; · = not tested or not shown.

Structure,Tat transport,cardiac RTF act,dFosB activator,Wnt act,MITF TRPM1 HTS,Rtt109 Vps75,V-ATPase pHluor,CAL PDZ FP-1,CAL PDZ FP-2,CDK5 p35 inh
O=c1cc(-c2ccccc2)nc(Sc2ccc([N+](=O)[O-])cc2[N+](=O)[O-])[nH]1,-2.0,0.7,0.8,2.2,·,-14.4,0.5,·,-0.7,-2.5
COc1cccc2c(=O)n(CC(=O)N3CCCc4ccccc43)ccc12,19.2,3.1,-1.6,-1.3,·,2.0,-3.1,·,-1.4,-1.4
Cc1csc(NC(C)c2nc3cc(Cl)c(N4CCCCC4)cc3n2CCOCCO)n1 (stereo unspecified),-9.0,10.9,-0.4,-4.8,5.8,6.0,0.9,-3.4,-0.8,-3.1
CCOc1ccccc1CN1CCNC(=O)C1CC(=O)NCc1nc(C)cs1 (stereo unspecified),32.4,1.9,-8.7,2.9,-6.4,6.8,5.3,-1.2,0.2,-3.3
O=C1c2ccccc2C2=Nc3ccccc3SC(c3ccccc3F)C12 (stereo unspecified),16.8,-8.3,-9.6,·,·,8.6,-1.7,-3.3,-0.8,-2.4
Cn1c(N)c(C(=O)CN2CCc3ccccc3C2)c(=O)n(C)c1=O,3.6,2.8,-7.4,-0.5,6.1,1.5,-1.4,2.3,-1.8,-3.6
COc1ccc(S(=O)(=O)NCCc2cn3nc(C)c(C)nc3n2)cc1,-1.6,1.6,7.2,-0.9,4.0,-130.0,2.3,-2.5,-0.9,-1.1
Cc1cn(Cc2ccccc2)c(=O)[nH]c1=O,-1.7,-0.3,3.4,·,12.2,0.6,0.5,-0.4,-2.1,0.6
Cc1ccc(S(=O)(=O)CCN2CCC(n3cccc3)CC2)cc1,-4.7,4.0,-5.3,-0.3,1.0,4.2,-3.2,·,-0.6,-0.8
CS(=O)(=O)N(CC(=O)N1CCCC1)c1ccccc1F,-1.7,-2.7,2.5,-2.9,8.4,-0.8,-3.0,-9.1,0.2,2.4
O=C(Nc1ccccc1Cl)Oc1ccc(-c2ccccc2)cc1,12.5,-6.1,-3.4,0.3,1.5,-0.9,-2.7,-4.2,-1.2,0.5
O=C1CC(Nc2ccc(N3CCOCC3)cc2)C(=O)N1c1cccc(C(F)(F)F)c1 (stereo unspecified),-2.1,-5.7,-9.2,·,1.5,27.2,-1.6,·,-0.1,0.7
CCCCCN(C(=O)CCC(=O)OCC(=O)N(C)C1CCCCC1)c1c(N)n(CCCC)c(=O)[nH]c1=O,-3.7,-2.8,6.4,2.8,-1.6,·,-0.5,-2.2,-0.9,2.0
O=C(OCCc1cc2ccccc2c(=O)o1)c1ccc(C(F)(F)F)cc1,0.9,9.5,-9.1,-2.0,2.3,-2.1,1.2,-3.9,0.0,0.4
CC(C)CNC(=S)NC(=O)c1ccc([N+](=O)[O-])cc1,14.7,-2.0,-15.6,·,12.7,2.3,-1.2,-4.7,0.4,-6.5
CC(C)Cc1nc(SCC(=O)N2CCOCC2)c2c(=O)n(C)c(=O)n(C)c2n1,-3.0,-0.8,-1.4,1.7,13.5,0.1,2.2,1.2,-3.3,0.7
O=C(NCCCN1CCN(CCCNC(=O)c2ccc(F)cc2)CC1)c1ccc(F)cc1,-6.5,3.3,-3.7,-6.6,·,-12.8,-1.0,-5.1,0.4,-3.1
COc1ccc(CN2C(=O)NC(C)(c3ccc(C)cc3)C2=O)cc1F (stereo unspecified),-5.9,0.9,-1.0,-0.8,7.7,4.0,-1.9,-2.0,-3.1,-0.4
CC(=O)C1=C(c2ccccc2)NC(=O)NC1c1ccc(O)c(Cl)c1 (stereo unspecified),-4.5,1.8,-13.7,1.1,15.7,9.6,-0.3,2.9,-1.3,-0.3
CC(C)N(Cc1c(O)ccc2c(=O)c(-c3ccc(Cl)cc3)coc12)C(C)C,-7.2,-2.6,-18.1,2.4,19.5,-1.2,0.7,·,-1.8,-0.3
CCOC(=O)C1=C(C)N=C2SC(C)C(=O)N2C1/C=C/c1ccccc1OC (stereo unspecified),-0.3,-6.1,-9.5,·,-0.5,-7.9,-3.7,-2.8,-2.4,-0.5
O=C(COc1ccc(Cl)cc1Cl)Nc1ccc(S(=O)(=O)NC2=NCCCCC2)cc1,-2.8,-2.1,-1.1,-6.2,-0.6,-4.3,5.6,-4.1,-2.7,-2.3
Nc1nonc1-n1nnc(C(=O)N/N=C/c2cccc(F)c2)c1CN1CCCC1,2.2,1.7,-19.6,3.1,10.7,-1.9,0.6,2.2,-0.6,-0.6
O=C(OCC(=O)N1CCN(C(=O)c2ccco2)CC1)c1cccc(O)c1,-14.3,0.7,9.1,-1.5,10.9,7.1,-3.2,1.1,-0.9,-1.0
O=C(NC(=S)Nc1ccccc1N1CCOCC1)c1ccc([N+](=O)[O-])cc1,-10.9,5.5,4.8,·,-8.3,-5.1,-2.6,-1.4,-0.9,-0.2
Cc1cccc(C)c1NC(=O)c1c(C)nn(-c2ccccc2)c1Cl,-4.7,-1.1,-4.4,-1.4,·,-8.2,-1.4,0.9,-1.1,-0.4
N#Cc1c(NCCCO)nc(NCc2ccccc2)c2c1CCN(Cc1ccccc1)C2,12.3,4.6,-16.3,·,17.0,4.9,1.8,-3.9,·,0.3
O=C1CCCN1c1ccc(N2CCCC2=O)cc1,-2.1,-7.3,2.0,-0.1,-13.0,24.8,-0.9,-4.4,1.3,0.0
Cc1cc(Cl)cc(Cl)c1OCC(=O)NCc1ccco1,-2.7,3.2,11.4,11.5,10.5,9.6,-2.9,-0.3,-1.9,3.8
CCN(CC)C(=O)Oc1cc(COC)nc(-c2ccccc2)n1,2.4,·,-5.1,-1.2,·,-18.1,-4.0,-0.4,-0.2,1.4
COCCn1c(SCC(=O)NC2CCCCC2C)nnc1-c1ccncc1 (stereo unspecified),-10.3,0.7,3.9,-1.9,3.6,-0.3,-0.6,-2.4,-0.3,-2.0
COc1ccccc1NS(=O)(=O)c1cc(C(=O)N2CCCCCCC2)ccc1C,-0.8,2.2,-7.3,-1.7,-0.1,16.8,0.2,-1.9,-1.3,1.6
C[C@H](NC(=O)c1ccco1)C(=O)Nc1nnc(SCc2ccccc2)s1,-0.5,-1.6,-9.9,0.8,12.2,-1.1,-2.5,-3.9,-0.7,-1.6
Cc1cccc(CNC(=O)C2CCCN(c3nn4c(=O)cc(C)nc4s3)C2)c1 (stereo unspecified),?,0.1,1.7,-3.9,·,-12.9,0.3,-1.2,0.3,-1.4
CCCn1c(NC(=O)c2ccc([N+](=O)[O-])o2)nc2ccccc21,-5.2,-15.3,-22.6,-2.4,-51.8,-11.2,-5.4,4.3,-0.9,0.5
COc1ccc(CCN(C(=O)c2ccco2)C(C(=O)NC2CCCC2)c2ccncc2)cc1OC (stereo unspecified),2.4,5.6,3.4,-1.8,-11.0,-2.1,4.2,-1.3,-2.4,-0.8
COc1ccc(-n2c(C)cc(C(=O)COC(=O)c3ccc(O)cc3O)c2C)cc1,0.0,-0.1,-11.0,0.4,-5.1,-10.3,-6.0,-1.0,-0.4,-1.1
Cn1cnnc1SCc1ccc(C(=O)N/N=C/c2cccs2)cc1,-0.8,-1.1,-7.5,3.9,17.6,-17.4,-0.7,·,-0.1,-0.1
Cc1csc(NC(=O)C2C3C=CC(C3)C2C(=O)O)n1 (stereo unspecified),-12.7,-7.9,-2.7,·,12.7,-7.6,4.1,·,-2.4,0.0
CCOc1ccc(OCCn2c(S(=O)(=O)O)nc3c(N)ncnc32)cc1,-2.8,0.3,3.1,·,4.2,-6.8,-0.6,-2.1,-0.1,-0.3
COc1cccc(CCNC(=O)c2ccc(OC)c(OC3CCN(C(C)C)CC3)c2)c1,-2.8,0.3,-15.1,0.7,6.9,-2.0,4.3,1.8,-1.2,-1.3
COCCN1CCN(c2c3c(nc4cc(-c5cccc(F)c5)nn24)CCC3)CC1,0.1,-3.9,-6.1,-1.4,11.2,-5.1,-0.9,8.7,-1.4,-0.4
FC(F)Oc1ccc(-c2csc(Cc3nnc4n3CCCCC4)n2)cc1,9.2,2.4,-2.9,·,-5.4,3.3,-1.0,-1.3,0.0,-6.3
CC(NCC(=O)Nc1ccccc1C(=O)NC1CC1)c1ccccc1Cl (stereo unspecified),0.2,2.7,-3.7,3.3,3.1,2.0,-1.7,-0.9,-1.0,-0.6
COc1ccc(S(=O)(=O)NC(C)CCc2ccccc2)cc1 (stereo unspecified),9.0,5.1,-6.9,-1.4,1.5,8.8,1.3,-4.6,-0.3,-1.1
O=C(Cc1ccccc1)NC1CCN(S(=O)(=O)c2cccc(F)c2)CC1,6.4,-1.5,-0.3,-4.6,-1.0,0.5,5.2,1.2,-0.9,1.1
O=C(COc1ccc2c3c(c(=O)oc2c1)CCC3)NC1CCCCC1,0.0,11.1,-9.7,-0.1,7.6,-2.7,9.7,-3.2,-2.1,1.9
CC1=Nc2ccccc2N=C(NC(=O)CSc2nnnn2-c2ccccc2)C1c1ccccc1 (stereo unspecified),-1.7,-2.9,-2.3,·,-13.6,15.3,-0.2,-3.0,-0.4,0.0
CCOc1ccc(S(=O)(=O)NCc2csc(C)n2)cc1,-3.4,-4.9,-6.5,·,11.6,-12.1,1.0,-2.6,-1.2,-1.0
CC1CCCCC12NC(=O)N(CC(=O)NC(=O)Nc1ccc3c(c1)OCCO3)C2=O (stereo unspecified),-0.9,-5.0,7.3,3.0,53.2,-3.5,0.0,-0.8,0.1,0.8
O=C(Cc1ccc(Cl)cc1)NC1CCCN(Cc2ccccc2F)C1 (stereo unspecified),2.5,-1.2,-1.9,-1.4,0.2,-6.2,1.4,-7.8,·,2.3
Cc1cccc(/N=C/c2c(O)ccc3oc4c(c23)CCCC4)n1,-10.5,1.5,-4.7,·,-12.6,4.5,1.6,-3.9,-0.9,·
CN(C)c1ccnc(-n2cccc2/C=N/OCc2ccc(F)cc2Cl)c1C#N,6.6,1.3,-10.5,·,1.3,6.2,3.5,·,0.0,-0.1
